Bioassay records as filed in PubChem BioAssay.
MC4R antagonist: antagonists of human melanocortin 4 receptor (MC4R); P32245; MC4R-expressing cells, MTII-stimulated cAMP, LANCE TR-FRET; inhibition, % at 6.5 µM; hit rate 0.48% among 360,000; AID 540295;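 active = inhibition above its plate's cutoff, the mean of tested wells on that plate plus 3 SD, cut at about 29% in these data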;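 also: 0% = Melanotan II alone and 100% = Melanotan II plus saturating MCL0020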
Target sequence (P32245 whole entry, looked up): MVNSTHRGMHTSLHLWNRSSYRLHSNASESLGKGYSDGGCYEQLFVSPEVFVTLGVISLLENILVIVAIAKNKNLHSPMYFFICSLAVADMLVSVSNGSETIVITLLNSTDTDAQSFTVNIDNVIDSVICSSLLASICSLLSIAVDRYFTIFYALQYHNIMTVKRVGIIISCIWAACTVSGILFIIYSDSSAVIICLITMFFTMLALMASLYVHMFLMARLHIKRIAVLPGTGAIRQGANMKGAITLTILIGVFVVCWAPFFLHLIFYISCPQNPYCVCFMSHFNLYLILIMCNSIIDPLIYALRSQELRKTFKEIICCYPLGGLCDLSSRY
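Assay system: U2OS-MC4R stable cell line; Also added: Melanotan II; Technique: Eu-cAMP/anti-cAMP TR-FRET, emission 671 nm; Times: 30-min compound, 1-h challenge, 1-h detection, room temperature.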
Granule exo inh: blocks lytic granule exocytosis; TALL-104 LAMP-1 surface exposure, flow cytometry; cells stimulated with thapsigargin and PMA; inhibition, % at 10 µM; hit rate 0.66% among 360,000; AID 651702;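 active = inhibition above about 55%, limit read from the data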
TLR9-MyD88 block: blocks human TLR9 binding to MyD88; inhibition, % at 4.98 µM; CHO BLA complementation TLR9-MyD88, CCF4 FRET ratio; Q9NR96+Q99836; hit rate 0.21% among 340,000;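 active = inhibition above the mean over all tested compounds plus 3 SD, cut at about 21% in these data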;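 also: 0% = DMSO only wells and 100% = clavulanate BLA inhibitor control wells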
Vif imaging: blocks HIV Vif function. HEK293T cells, Vif self-association by quenched fluorescence, imaging, 24 h. inhibition, % at 7.49 µM. hit rate 0.35% among 340,000. AID 602346; in the data active = inhibition above about 50%, passing the limit was not always enough; also: some results filed as inactive read as strong as hits
MC4R ag barr: human MC4R agonism via beta-arrestin. AID 540308. activation, % at 8.9 µM. hit rate 0.98% among 360,000. P32245. U2OS MC4R beta-arrestin complementation, luminescence; percent of melanotan II response, DMSO zero;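 active = activation above a per-plate cutoff, the mean activation of sample wells on that plate plus 3 SD, cut at about 8% in these data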
N-glyco inh: blocks N-linked glycosylation in D54 reporter cells. D54 ERlucT glycosylation luciferase reporter, 24 h; percent of 100 nM tunicamycin response. reporter increase, % at 12.5 µM. hit rate 0.23% among 360,000. AID 588692;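 active = mean luciferase reporter signal, scaled so untreated is 0 and the glycosylation-blocking control 100, at or above a set limit in every replicate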;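 also: luciferase carries N-glycosylation sites so blocking glycosylation raises the light; 0% = median of neutral control wells and 100% = median of 100 nM tunicamycin wells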
ABCB6 inh MLPCN: inhibitors of human ABC transporter ABCB6. Q9NP58. K562-ABCB6 porphyrin accumulation, flow cytometry, 1 h; stronger effect = lower value. fluorescence ratio to DMSO, % at 10 µM. hit rate 0.19% among 360,000;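 active = fluorescence ratio to DMSO below 75%, the collection mean minus 3 SD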;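 also: signal is porphyrin accumulated inside mitochondria; 100% equals median channel fluorescence of DMSO control wells; lower ratio means ABCB6 inhibition with less porphyrin fluorescence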
aDG glyco up: alpha-DG glycosylation activation; activation, % at 10 µM; Pro5-aDG cells, alpha-DG glycosylation AlphaScreen (IIH6); 0% Pro5, 100% B10-LARGE cell signal; hit rate 0.22% among 360,000;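 active = activation of at least 8% versus controls, or a plate z-score of at least 8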;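 also: Pro5 are CHO cells carrying HIG-tagged alpha-DG that lacks glycosylation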
NOD2-RIPK2 inh: NOD2-RIPK2 protein interaction inhibition. O43353. hit rate 0.38% among 360,000. AID 624267. CHO BLA complementation NOD2-RIPK2, CCF4 ratio. inhibition, % at 4.98 µM; in the data active = inhibition above about 21%;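 also: 0% = vehicle only and 100% = reference blocker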
Target sequence (O43353 whole entry, looked up): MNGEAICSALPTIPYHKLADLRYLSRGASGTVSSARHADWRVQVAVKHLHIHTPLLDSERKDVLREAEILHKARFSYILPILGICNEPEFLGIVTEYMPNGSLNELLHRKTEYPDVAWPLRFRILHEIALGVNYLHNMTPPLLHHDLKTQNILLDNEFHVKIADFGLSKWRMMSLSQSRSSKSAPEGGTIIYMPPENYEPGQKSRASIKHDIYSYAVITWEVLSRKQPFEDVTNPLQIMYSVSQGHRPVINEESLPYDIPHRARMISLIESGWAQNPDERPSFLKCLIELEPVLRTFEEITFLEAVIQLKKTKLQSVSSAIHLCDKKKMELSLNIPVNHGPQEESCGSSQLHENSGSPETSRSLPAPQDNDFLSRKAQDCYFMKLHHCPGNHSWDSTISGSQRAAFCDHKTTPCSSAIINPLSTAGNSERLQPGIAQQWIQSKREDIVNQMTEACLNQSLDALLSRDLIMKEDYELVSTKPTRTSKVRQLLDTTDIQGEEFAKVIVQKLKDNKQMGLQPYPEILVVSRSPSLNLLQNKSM
ABHD5 PLIN5 PPI: inhibitors of human ABHD5-perilipin-5 interaction; hit rate 0.78% among 360,000; Split G. princeps luciferase complementation, luminescence, 4 h; inhibition, % at 4 µM;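 active = inhibition above the mean inhibition across every tested compound plus 3 SD, cut at about 22% in these data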;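 also: 0% = DMSO only wells and the 100% control is not disclosed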
Numbers without * were called inactive; / = no result given. A portion of the library; the hit share may differ from the screen's.

SMILES	MC4R antagonist	Granule exo inh	TLR9-MyD88 block	Vif imaging	MC4R ag barr	N-glyco inh	ABCB6 inh MLPCN	aDG glyco up	NOD2-RIPK2 inh	ABHD5 PLIN5 PPI
CC[C@]12c3[nH]c4cc(-c5ccco5)ccc4c3CCN1C(=O)[C@@H](CC(=O)NCCCn1ccnc1)C[C@@H]2C(=O)N1CCN(C(=O)C2CC2)CC1	-1	-1	-4	/	-0.5	3	99	0.3	-6	7
CCC(=O)N1CCc2cc(Br)c(S(=O)(=O)NCCN3CCCCC3CC)cc21 (configuration not stated)	4	-17	-2	6	-1.2	5	95	0.1	9	6
CCOc1ccc(CCNc2nc3c(c(=O)n(C)c(=O)n3C)n2CC)cc1OCC	3	0	-2	/	-1.2	-4	94	3.3	-5	-1
CCCCc1nnc(NC(=O)CSCc2cc(=O)n3cc(C)sc3n2)s1	0	-15	0	3	0.8	1	106	-0.1	-6	4
Oc1ccc(Br)cc1/C=N/Nc1ncc(-c2ccccc2)cn1	14	0	-1	-5	1.0	-1	97	0.1	-3	2
Cc1ccc(Cl)cc1N1CCN(Cc2nnnn2Cc2ccco2)CC1	-2	1	-3	/	1.7	-2	101	0.6	-4	0
Cn1c(/C=N/Nc2nc3ccccc3[nH]2)nc2ccccc21	2	0	-1	-7	-4.0	-8	100	-0.3	-8	3
O=C(O)c1ccc(S(=O)(=O)c2ccc3c(c2)C(=O)N(NC(=O)c2ccc(O)cc2)C3=O)cc1	12	3	8	-9	-2.7	0	93	0.0	1	1
CCCc1cc(=O)oc2c(C)c(OCC(=O)N3CCC(C(=O)O)(c4ccccc4)CC3)ccc12	1	2	-2	25	1.4	-2	95	0.0	-1	3
OCC#Cc1ncc(C(F)(F)F)cc1Cl	24	3	-6	12	1.9	0	105	0.0	-5	-1
COC(=O)Cc1c(C)nc2nc(-c3cccnc3)[nH]n2c1=O	14	0	-2	0	-1.3	2	114	0.0	4	4
COc1ccc(C(=O)NCC(=O)N2CCN(C(=O)c3ccco3)CC2)cc1OC	6	-4	8	11	-1.9	2	98	-0.1	1	1
CC(C)(C)n1nnnc1C(c1cccnc1)N1CCN(c2ccccc2F)CC1 (configuration not stated)	3	2	-4	-6	-0.9	2	100	-0.5	-3	-6
Cc1cccc(Nc2nc(N)nc(CCl)n2)c1	13	70*	2	142*	5.0	11	101	-0.1	-4	6
CN=c1sc2ccccc2n1CC(O)c1ccccc1 (configuration not stated)	0	-5	3	1	-1.8	2	93	-0.4	-9	-4
CNS(=O)(=O)c1cc(-c2nnc(Nc3ccc(CC(N)=O)cc3)c3ccccc23)ccc1C	-6	4	2	1	-1.4	1	105	0.0	4	0
CCC(C(=O)OCC(=O)Nc1cc(C)ccc1OC)c1ccccc1 (configuration not stated)	-1	1	-1	-1	1.1	0	102	0.1	-11	-3
O=C(CN(C(=O)c1csnn1)c1ccc(F)cc1)NCCc1ccccc1	6	-5	-1	12	0.1	-1	99	0.1	-6	-4
CCOc1ccc(CNC(=O)CCCOc2cc(=O)n(C)c3ccccc23)cc1	-5	0	-2	-4	-2.2	14	93	0.1	-17	3
COC(=O)c1ccc2c(=O)[nH]c(COC(=O)c3c(-c4ccccc4Cl)noc3C)nc2c1	29*	0	-2	-5	1.5	-1	100	0.1	2	-8
Cc1nn(Cc2ccccc2)c(C)c1NC(=O)CSc1nc(-c2ccccc2)nc2c1cnn2-c1ccccc1	6	-2	-4	/	0.6	0	99	0.1	-14	0
Nc1nnc(CSCc2cccc(Br)c2)s1	-9	-4	4	12	-1.3	2	102	0.0	4	6
O=C1[C@@H]2[C@H](Cc3ccc(O)cc3)N[C@]3(C(=O)Nc4ccccc43)[C@@H]2C(=O)N1c1ccc(F)cc1	3	-1	-3	0	2.8	1	99	0.0	-3	2
Cn1c(COc2ccccc2)nc2ccccc21	-2	1	5	1	-1.2	2	95	0.0	4	-2
Cc1cc(N)nc(SCC(=O)N2C(C)CCCC2C)n1 (configuration not stated)	1	2	-8	3	-1.3	0	97	0.0	-8	1

Brought forward from above: 3 entries, followed by the next part.
SMILES	MC4R antagonist	Granule exo inh	TLR9-MyD88 block	Vif imaging	MC4R ag barr	N-glyco inh	ABCB6 inh MLPCN	aDG glyco up	NOD2-RIPK2 inh	ABHD5 PLIN5 PPI
O=C1[C@@H]2[C@H](Cc3ccc(O)cc3)N[C@]3(C(=O)Nc4ccccc43)[C@@H]2C(=O)N1c1ccc(F)cc1	3	-1	-3	0	2.8	1	99	0.0	-3	2
Cn1c(COc2ccccc2)nc2ccccc21	-2	1	5	1	-1.2	2	95	0.0	4	-2
Cc1cc(N)nc(SCC(=O)N2C(C)CCCC2C)n1 (configuration not stated)	1	2	-8	3	-1.3	0	97	0.0	-8	1
CCc1cccc2c(C(=O)Cn3nnc(-c4ccc(OC)c(OC)c4)n3)c[nH]c12	-1	-15	3	/	1.5	-2	177	3.9	-8	5
Cc1cccc(-n2ncc3c2CCCC3NC(=O)CN2CCCC2=O)c1C (configuration not stated)	4	33	12	21	0.4	0	88	-0.3	-2	6
Nc1ccccc1-n1nc2ccc3ccccc3c2n1	2	-10	-10	6	2.7	-7	100	0.4	-2	-6
COc1ccc(CN2CCC(n3nccc3NC(=O)c3ccc4c(c3)OCO4)CC2)cc1C	17	0	-18	-3	1.8	-1	102	0.1	1	4
Cc1sc2nc(CN3CCN(c4ccc(O)cc4)CC3)[nH]c(=O)c2c1C	6	-1	-5	-6	2.4	1	95	-0.1	-4	2
CC(=O)c1cccc2c1OC(C)C(=O)N2Cc1ccc(Cl)cc1 (configuration not stated)	2	7	/	0	-0.7	3	99	0.5	-11	6
COc1ccc(NS(=O)(=O)c2ccc(C)cc2)c([N+](=O)[O-])c1	-10	-5	1	2	-3.9	-1	93	-0.1	-11	-12
Cc1nc2ccc(S(=O)(=O)NCC(=O)NCc3ccc4c(c3)OCO4)cc2s1	-1	-2	-1	-5	-1.4	0	103	-0.1	-8	-5
Cc1cc(/C=N/NC(=O)c2cccc([N+](=O)[O-])c2)c(C)n1-c1ccc(Cl)cc1Cl	-10	-6	7	-5	3.1	-3	103	0.0	1	-10
COCCN(C(=O)C1CC1)c1nnc(-c2cccc(C)c2)s1	2	-1	-5	7	-2.8	-1	140	0.0	-8	-1
Cc1onc(-c2c(F)cccc2Cl)c1C(=O)NCCN1CCNC1=O	7	-9	/	/	-2.3	1	99	-0.1	-15	3
O=c1[nH]c(NCc2ccccc2)nc2c1CCC2	-2	-3	6	0	0.0	0	99	-0.1	-17	-1
Cn1cnnc1SCC(=O)NC(=O)NC1CCCC1	5	-4	-10	1	-0.4	1	98	-0.2	-5	-2
O=C(CSc1c[nH]c2ccccc12)NC1CCCC1	10	0	1	-8	-4.6	0	103	-0.3	-2	-16
CCCCC(=O)Nc1ccc(C(=O)NCCc2ccc(S(N)(=O)=O)cc2)cc1	23	-4	6	-1	-1.0	-2	100	-0.2	1	-1
Fc1cccc(CO/N=C/c2c(-c3ccccc3)nc3ccc(Cl)cn23)c1	-3	4	6	1	-0.1	-5	98	-0.1	-4	1
CCOc1ccc(OC(=O)c2ccc3c(=O)n4c(nc3c2)CCC4)cc1	-4	1	7	0	0.6	3	93	-0.1	-5	3
COc1ccccc1NC1=C(N2CCCCC2)C(=O)c2ccccc2C1=O	0	1	-9	1	-2.1	-17	103	1.6	-6	-31
COCCCNC(=O)c1ccc(N2CCOCC2)c(NS(=O)(=O)c2ccc(OC)cc2)c1	0	-6	4	2	-1.1	2	96	0.0	-4	7
CC[C@]12c3[nH]c4cc(CCC(=O)N(C)C)ccc4c3CCN1C(=O)[C@@H](CC(=O)NCCCn1ccnc1)C[C@@H]2C(=O)N1CCN(C(=O)C2CC2)CC1	0	-6	4	/	-1.5	1	101	3.1	-10	2
COc1cc(NC(=O)COC(=O)/C=C/c2ccccc2Cl)cc(OC)c1	3	1	3	0	-0.4	-1	99	-0.1	-3	-7
O=C(NCc1ccccc1)c1ccc(NC(=O)c2ccccc2F)cc1	0	18	-4	3	-1.6	-5	99	0.2	0	2
CCc1cc2c(=O)n(-c3ccccc3)c(=S)[nH]c2s1	-2	-1	-4	/	1.1	3	99	0.2	-16	-3
Cc1cccc(NC(=S)N2CCN(c3ccc(F)cc3)CC2)c1	-2	-2	-17	0	-1.2	0	100	-0.2	-8	0
CCOC(=O)CCCCCC(=O)Nc1ccc2c(c1)C(=O)N([C@@H](C)CO)C[C@H](C)[C@H](CN(C)C(=O)c1ccccc1)OCCCC[C@H](C)O2	-1	-2	9	-3	-1.2	3	97	0.1	-4	-7
Cc1nonc1OCCN1CCN(c2ccccc2[N+](=O)[O-])CC1	10	-2	-9	-1	0.1	1	106	0.2	-8	-4

Whole records, looked up by structure. Screens in order: MC4R antagonist	Granule exo inh	TLR9-MyD88 block	Vif imaging	MC4R ag barr	N-glyco inh	ABCB6 inh MLPCN	aDG glyco up	NOD2-RIPK2 inh	ABHD5 PLIN5 PPI
Entry for CCOC(=O)CCCCCC(=O)Nc1ccc2c(c1)C(=O)N([C@@H](C)CO)C[C@H](C)[C@H](CN(C)C(=O)c1ccccc1)OCCCC[C@H](C)O2 : -1	-2	9	-3	-1.2	3	97	0.1	-4	-7
Entry for Cc1cccc(NC(=S)N2CCN(c3ccc(F)cc3)CC2)c1 : -2	-2	-17	0	-1.2	0	100	-0.2	-8	0
Entry for Cc1nonc1OCCN1CCN(c2ccccc2[N+](=O)[O-])CC1 : 10	-2	-9	-1	0.1	1	106	0.2	-8	-4
Entry for Cc1nc2ccc(S(=O)(=O)NCC(=O)NCc3ccc4c(c3)OCO4)cc2s1 : -1	-2	-1	-5	-1.4	0	103	-0.1	-8	-5
Entry for O=C(NCc1ccccc1)c1ccc(NC(=O)c2ccccc2F)cc1 : 0	18	-4	3	-1.6	-5	99	0.2	0	2
